INS promoter inh: inhibitors of insulin promoter-driven GFP, primary screen, imaging, TRM-6 cells (human fetal islet line), eGFP reporter, cell count; reporter expression induced with tamoxifen; inhibition, % at 2 µM; actives 0.9% (n = 130,000);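 active means inhibition above the mean plus 3 SD, with well images judged a real hit on visual review, cut at about 60% in these data, passing the limit was not always enough; inconclusive means inhibition over the cutoff but images rejected on review; inactive means inhibition not above the cutoff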
SDO1 yeast rescue: growth rescue of sdo1-depleted yeast, primary screen, S. cerevisiae, bone marrow failure model; S. cerevisiae sdo1-depleted JHY4D growth rescue, OD600 30 h; active compounds read high; pdr5 snq2 efflux-pump mutant strain; z-score at 10 µM; actives 0.21% (n = 140,000); AID 817, 2007;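 active means z-score above 3 at both the 24 hr and the 30 hr optical density reads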;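 further: z-score against mean and SD of all compound wells on the same plate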
SDO1 yeast rescue Rescue 24 h: also measured in SDO1 yeast rescue; calls as there; z-score; S. cerevisiae sdo1-depleted JHY4D growth rescue, OD600; measured here: growth rescue at 24 h;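 0 is the plate mean of compound wells and units are plate SD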
* hit, by the source's call. Not all compounds are listed; rates above refer to the full screens.

`CCC(C(=O)Nc1ccccc1OC)n1c(C(=O)OC)cc2ccsc21` (stereo not given) gave INS promoter inh 50, SDO1 yeast rescue -1.6 and SDO1 yeast rescue Rescue 24 h -1.5.
`C/C(CC(=O)Nc1cc(C)ccn1)=N\NC(=O)c1ccc(C)cc1` gave INS promoter inh 2.
`Cn1cccc1C(=O)N1CCN(c2cccc(C(F)(F)F)c2)CC1` gave INS promoter inh -55, SDO1 yeast rescue 0.63 and SDO1 yeast rescue Rescue 24 h 0.64.
For COc1cc(OC)c(NC(=O)c2ccccc2F)cc1Cl the results were INS promoter inh 15.
Screening Oc1ccccc1C1=NCCNC(C(F)(F)F)=C1 returned INS promoter inh -16.
COCCn1c(=S)[nH]c2cc(C(=O)N3CCN(c4ccc(F)cc4)CC3)ccc2c1=O was read as INS promoter inh -100, SDO1 yeast rescue 0.51 and SDO1 yeast rescue Rescue 24 h 0.38.
`COc1cc(NS(=O)(=O)c2ccc(NC(=O)/C=C/c3cccc([N+](=O)[O-])c3)cc2)ncn1` gave INS promoter inh 33.
NC(=O)CSc1nnc2sc3ccccc3n12 was read as SDO1 yeast rescue 0.61 and SDO1 yeast rescue Rescue 24 h -0.88.
For C/C(=N\NC(=S)NC(C)C)c1ccc(Cl)s1 the results were SDO1 yeast rescue -1.7 and SDO1 yeast rescue Rescue 24 h -1.7.
`COc1cccc(OCC(=O)Nc2ccc(OC)c(OC)c2)c1` gave INS promoter inh 0, SDO1 yeast rescue 2.1 and SDO1 yeast rescue Rescue 24 h 2.5.
Cc1ccc(CSCC(=O)N2CCOCC2)cc1 was read as INS promoter inh -17, SDO1 yeast rescue 0.38 and SDO1 yeast rescue Rescue 24 h -0.26.
For CN(C)CCCn1c(SCC(=O)Nc2sc3c(c2C#N)CCCC3)nnc1-c1ccncc1 the results were INS promoter inh -35, SDO1 yeast rescue 1.1 and SDO1 yeast rescue Rescue 24 h 1.3.
COc1ccc(-c2nc(NC(=O)c3n[nH]c(=O)c4ccccc34)sc2C)cc1 was read as INS promoter inh 14, SDO1 yeast rescue 1.2 and SDO1 yeast rescue Rescue 24 h 1.1.
Screening CC12CC3(C)CC(C)(C1)CC(C(=O)NC(=S)N1CCOCC1)(C2)C3 returned INS promoter inh -50, SDO1 yeast rescue -0.82 and SDO1 yeast rescue Rescue 24 h -0.45.
For Cc1ccc(NC(=O)N2CCc3ccccc3C2)cc1 the results were INS promoter inh 13, SDO1 yeast rescue -0.29 and SDO1 yeast rescue Rescue 24 h -0.23.
`Cc1ccc2nc(Cc3ccc(N)cc3)[nH]c2c1` gave INS promoter inh 48, SDO1 yeast rescue -0.18 and SDO1 yeast rescue Rescue 24 h 0.03.
CCC1C(=O)N=C(SCC(=O)Nc2ccc(C(=O)OC)cc2)NC1=O (stereo not given) was read as INS promoter inh 58, SDO1 yeast rescue -0.3 and SDO1 yeast rescue Rescue 24 h -0.6.
Screening Cc1ccc(Sc2c(C#N)c(-c3ccccc3)nn2C)cc1 returned INS promoter inh 9, SDO1 yeast rescue 0.32 and SDO1 yeast rescue Rescue 24 h 0.58.
Oc1ccc(Cl)cc1-c1cc(-c2ccccc2Cl)[nH]n1 was read as INS promoter inh -450, SDO1 yeast rescue -1.6 and SDO1 yeast rescue Rescue 24 h -0.36.
Screening CN1C(=O)c2ccc(C(=O)NCc3ccccc3)cc2C1=O returned INS promoter inh 38, SDO1 yeast rescue 0.7 and SDO1 yeast rescue Rescue 24 h 0.02.
For N#CC1=C2SC=C(c3ccc(Br)cc3)N2CCCC1=O the results were INS promoter inh -62.
CC1=C(C#N)C(Nc2ccc(C)cn2)(C(F)(F)F)C(=O)N1 (stereo not given) was read as INS promoter inh 11, SDO1 yeast rescue 0.51 and SDO1 yeast rescue Rescue 24 h 1.4.
CCC1(C)CC(=O)N(c2ccc(C(=O)O)c(O)c2)C1=O (stereo not given) was read as INS promoter inh -9, SDO1 yeast rescue 0.04 and SDO1 yeast rescue Rescue 24 h -0.46.
COc1ccc(-n2ncc3c(=O)n(CC(=O)OCc4ccccc4)cnc32)cc1 was read as INS promoter inh -27, SDO1 yeast rescue 0.32 and SDO1 yeast rescue Rescue 24 h 0.59.
`CCCCN=C1NN=C(c2ccc3c(c2)OCCO3)CS1` gave INS promoter inh 58.
Screening COc1ccc(CC(=O)Nc2nnc(SCc3ccccc3)s2)cc1S(=O)(=O)N1CCOCC1 returned INS promoter inh -17, SDO1 yeast rescue 0.6 and SDO1 yeast rescue Rescue 24 h 0.97.
Screening Cc1cc(C)n2nc(SCC(=O)Nc3c(C)nn(-c4ccccc4)c3C)nc2n1 returned INS promoter inh -90, SDO1 yeast rescue 0.12 and SDO1 yeast rescue Rescue 24 h -0.54.
`COc1ccc(S(=O)(=O)N(C)CC(=O)Nc2cccc(C(C)=O)c2)cc1` gave INS promoter inh -30, SDO1 yeast rescue 0.03 and SDO1 yeast rescue Rescue 24 h -0.35.
Screening OC(c1ccccc1)c1nc2ccccc2s1 (stereo not given) returned INS promoter inh -29, SDO1 yeast rescue -0.59 and SDO1 yeast rescue Rescue 24 h -0.72.
`O=C(CSc1nncs1)NC1CCCc2ccccc21` (stereo not given) gave INS promoter inh 33.

The last two records of the part above are carried over, then new ones follow:
Screening OC(c1ccccc1)c1nc2ccccc2s1 (stereo not given) returned INS promoter inh -29, SDO1 yeast rescue -0.59 and SDO1 yeast rescue Rescue 24 h -0.72.
`O=C(CSc1nncs1)NC1CCCc2ccccc21` (stereo not given) gave INS promoter inh 33.
`COc1ccc(C2C(C(N)=O)=C(C)Nc3nc(-c4ccccc4OC)nn32)cc1OC` (stereo not given) gave SDO1 yeast rescue 0.53 and SDO1 yeast rescue Rescue 24 h 0.26.
Screening COc1ccc(OC)c(NC(=O)CSc2ccccc2)c1 returned INS promoter inh -38, SDO1 yeast rescue -1.2 and SDO1 yeast rescue Rescue 24 h -1.2.
COc1ccc(NC(=S)NNC(=O)Cn2nc([N+](=O)[O-])cc2C)cc1 was read as INS promoter inh -15, SDO1 yeast rescue 1.1 and SDO1 yeast rescue Rescue 24 h 1.1.
Screening COc1ccc(NC(=O)c2sc(Cl)nc2-c2ccccc2)cc1 returned INS promoter inh 16, SDO1 yeast rescue -0.63 and SDO1 yeast rescue Rescue 24 h -1.1.
Screening COc1ccc(OC)c(/C=C/C(=O)OCC(=O)Nc2cccc(Oc3ccccc3)c2)c1 returned INS promoter inh 42, SDO1 yeast rescue 0.05 and SDO1 yeast rescue Rescue 24 h -0.24.
`CCC1CCCCN1C(=S)Nc1ccc(SC(F)F)cc1` (stereo not given) gave SDO1 yeast rescue -0.49 and SDO1 yeast rescue Rescue 24 h -0.55.
For COC(=O)Nc1ccc(S(=O)(=O)N2CCCCCC2)cc1 the results were INS promoter inh 50, SDO1 yeast rescue 0.7 and SDO1 yeast rescue Rescue 24 h 1.2.
C#CC(=O)N(c1ccc(OC)cc1OC)C(C(=O)NC1CCCC1)c1cccs1 (stereo not given) was read as INS promoter inh -388.
`Cc1ccc(C(c2nnnn2CS(=O)(=O)c2ccc(C)cc2)N2CCN(c3ncccn3)CC2)cc1` (stereo not given) gave INS promoter inh inconclusive, SDO1 yeast rescue -0.18 and SDO1 yeast rescue Rescue 24 h -0.03.
`CC(/C=N/Nc1nc(N2CCCCC2)nc(N2CCCCC2)n1)=C\c1ccccc1` gave SDO1 yeast rescue -0.72 and SDO1 yeast rescue Rescue 24 h 2.
`COC(=O)CCCNC(=O)c1ccccn1` gave INS promoter inh -67.
For Cc1nn(Cc2cccc(F)c2)c(C)c1NC(=O)c1c([N+](=O)[O-])c(C)nn1C the results were INS promoter inh 0, SDO1 yeast rescue 3 and SDO1 yeast rescue Rescue 24 h 4.1.
COc1ccc(S(=O)(=O)NCc2cccs2)cc1 was read as INS promoter inh 22, SDO1 yeast rescue 0.61 and SDO1 yeast rescue Rescue 24 h 0.38.
For Cc1ccc(CCNC(=O)c2coc3nc4ccccc4nc23)cc1 the results were SDO1 yeast rescue -0.65 and SDO1 yeast rescue Rescue 24 h 0.93.
`CNC(=S)NNC(=O)c1ccccc1Br` gave INS promoter inh -47, SDO1 yeast rescue -0.12 and SDO1 yeast rescue Rescue 24 h -0.27.
CCOc1ccccc1NC(=O)c1cc(Cl)ccc1NC(=O)c1ccco1 was read as INS promoter inh 60, SDO1 yeast rescue -1.3 and SDO1 yeast rescue Rescue 24 h 0.31.
For Oc1ccccc1/C=N/Nc1ncc(Br)cn1 the results were INS promoter inh 40, SDO1 yeast rescue -1.5 and SDO1 yeast rescue Rescue 24 h -0.88.
`CCCN(CCC)CCNS(=O)(=O)c1ccc2c(c1)oc(=O)n2C` gave INS promoter inh 9, SDO1 yeast rescue 1.6 and SDO1 yeast rescue Rescue 24 h 1.5.
For CNC(=S)N/N=C/c1cn(Cc2c(F)cccc2Cl)c2ccccc12 the results were INS promoter inh 31, SDO1 yeast rescue -2 and SDO1 yeast rescue Rescue 24 h -1.6.
`Cc1cc(-n2[nH]c(C)c(C)c2=O)nc(-c2ccccc2O)n1` gave SDO1 yeast rescue -1.5 and SDO1 yeast rescue Rescue 24 h -2.1.
`O=C(NN=C1CCCCCC1)C(=O)Nc1cccc(Br)c1` gave INS promoter inh -50, SDO1 yeast rescue 1.3 and SDO1 yeast rescue Rescue 24 h -0.33.
For CCN1CCCn2c1nc1c2c(=O)n(C)c(=O)n1C the results were INS promoter inh 22, SDO1 yeast rescue 1.1 and SDO1 yeast rescue Rescue 24 h 1.1.
For O=C(NCc1cccnc1)c1cnc2sccn2c1=O the results were SDO1 yeast rescue 1.8 and SDO1 yeast rescue Rescue 24 h 1.8.
Screening CCOc1ccc(-n2cnnn2)cc1S(=O)(=O)NCc1ccccc1 returned INS promoter inh 35, SDO1 yeast rescue 1.2 and SDO1 yeast rescue Rescue 24 h 0.74.
`Brc1ccc(-c2nnc3n2CCCCC3)cc1` gave INS promoter inh -15, SDO1 yeast rescue 2.5 and SDO1 yeast rescue Rescue 24 h 3.
For NC(=O)CSc1nc(-c2ccccc2)nc2c1CCCC2 the results were INS promoter inh -47.
For COc1ccc(/C=N/NC(=O)c2ccccc2)cc1CN1CCN(c2ccc(F)cc2)CC1 the results were SDO1 yeast rescue 0.37 and SDO1 yeast rescue Rescue 24 h -0.16.
`CCc1ccc2[nH]c(=O)c(CN(Cc3nnnn3C3CCCC3)C3CCCCC3)cc2c1` gave INS promoter inh 0, SDO1 yeast rescue -1.3 and SDO1 yeast rescue Rescue 24 h -0.23.
Screening Cc1cc(C)nc(SCc2nnc(SCC(=O)OC3CCCCC3)o2)n1 returned SDO1 yeast rescue -0.59 and SDO1 yeast rescue Rescue 24 h -0.33.
Screening O=C(Nc1ccc(S(=O)(=O)NCc2cccnc2)cc1)c1ccco1 returned SDO1 yeast rescue 1.8 and SDO1 yeast rescue Rescue 24 h 3.1.
NS(=O)(=O)c1ccc(CCN=Cc2ccccc2O)cc1 was read as INS promoter inh 14, SDO1 yeast rescue 0.07 and SDO1 yeast rescue Rescue 24 h -1.7.
For Cn1c(=O)c2c(nc(CN3CCc4ccccc4C3)n2CCc2ccccc2)n(C)c1=O the results were INS promoter inh -46.
Screening Cc1cnc(C(=O)N2CCCC(C(=O)c3ccc(C(F)(F)F)cc3)C2)cn1 (stereo not given) returned INS promoter inh -47.
Cc1ccc2[nH]c3c(=O)n(Cc4ccncc4)cnc3c2c1 was read as INS promoter inh 11, SDO1 yeast rescue 0.05 and SDO1 yeast rescue Rescue 24 h -0.13.
`CCOC(=O)NC1(NCC(C)C)Oc2ccccc2O1` gave INS promoter inh -12, SDO1 yeast rescue -0.34 and SDO1 yeast rescue Rescue 24 h -0.69.
Cc1ccc(NC(=O)C(=O)NC2CCCCC2)cc1 was read as INS promoter inh 25, SDO1 yeast rescue 0.01 and SDO1 yeast rescue Rescue 24 h 0.07.
Screening CN(C)/C=C1\C(=O)NN=C1c1ccccc1 returned INS promoter inh 55.
CCC(C)NC(=O)COC(=O)Cc1sc(N)nc1-c1ccc(C)cc1 (stereo not given) was read as INS promoter inh 27, SDO1 yeast rescue 1.1 and SDO1 yeast rescue Rescue 24 h 0.24.

Filtered by structure: the compounds so far with fluorine (10)
`Cn1cccc1C(=O)N1CCN(c2cccc(C(F)(F)F)c2)CC1` gave INS promoter inh -55, SDO1 yeast rescue 0.63 and SDO1 yeast rescue Rescue 24 h 0.64.
For COc1cc(OC)c(NC(=O)c2ccccc2F)cc1Cl the results were INS promoter inh 15.
Screening Oc1ccccc1C1=NCCNC(C(F)(F)F)=C1 returned INS promoter inh -16.
COCCn1c(=S)[nH]c2cc(C(=O)N3CCN(c4ccc(F)cc4)CC3)ccc2c1=O was read as INS promoter inh -100, SDO1 yeast rescue 0.51 and SDO1 yeast rescue Rescue 24 h 0.38.
CC1=C(C#N)C(Nc2ccc(C)cn2)(C(F)(F)F)C(=O)N1 (stereo not given) was read as INS promoter inh 11, SDO1 yeast rescue 0.51 and SDO1 yeast rescue Rescue 24 h 1.4.
`CCC1CCCCN1C(=S)Nc1ccc(SC(F)F)cc1` (stereo not given) gave SDO1 yeast rescue -0.49 and SDO1 yeast rescue Rescue 24 h -0.55.
For Cc1nn(Cc2cccc(F)c2)c(C)c1NC(=O)c1c([N+](=O)[O-])c(C)nn1C the results were INS promoter inh 0, SDO1 yeast rescue 3 and SDO1 yeast rescue Rescue 24 h 4.1.
For CNC(=S)N/N=C/c1cn(Cc2c(F)cccc2Cl)c2ccccc12 the results were INS promoter inh 31, SDO1 yeast rescue -2 and SDO1 yeast rescue Rescue 24 h -1.6.
For COc1ccc(/C=N/NC(=O)c2ccccc2)cc1CN1CCN(c2ccc(F)cc2)CC1 the results were SDO1 yeast rescue 0.37 and SDO1 yeast rescue Rescue 24 h -0.16.
Screening Cc1cnc(C(=O)N2CCCC(C(=O)c3ccc(C(F)(F)F)cc3)C2)cn1 (stereo not given) returned INS promoter inh -47.

Source: PubChem BioAssay (several laboratories)
